# FXIIa inh – blocks human coagulation factor XIIa protease activity | inhibition, % at 5 µM | P00748 | purified FXIIa, Boc-QGR-AMC fluorogenic substrate, 2 h | 0.3% of 220,000 active; in the data active = inhibition above about 40%;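 also: 0% = enzyme with no compound and 100% = blank without enzyme; many of its hits are not listed in these tables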
# hK5 inh – inhibitors of human kallikrein 5; 0.59% of 210,000 active; recombinant hK5, fluorogenic AMC substrate cleavage; inhibition, % at 5 µM; Q9Y337;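 active = inhibition of 40% or more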;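 also: 0% = enzyme controls without compound and 100% = no-enzyme blanks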
# Runt-SMMHC FRET – Runt domain-CBFb-SMMHC interaction inhibition; Q01196+Q13951; 0.74% of 220,000 active; AID 1434; inhibition, % at 20 µM; Cerulean-Runt/Venus-CBFb-SMMHC FRET ratio 530/480, 1 h;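 active = mean inhibition across duplicate retests at 20 µM reaching about 50%, limit read from the data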;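 also: 0% = DMSO wells and 100% = wells with excess untagged CBFb-SMMHC; inhibitors lower the FRET ratio by blocking Runt binding to CBFb-SMMHC; some results filed as inactive read as strong as hits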
# Target sequence (Q01196 whole entry, looked up, the tested form may be a part): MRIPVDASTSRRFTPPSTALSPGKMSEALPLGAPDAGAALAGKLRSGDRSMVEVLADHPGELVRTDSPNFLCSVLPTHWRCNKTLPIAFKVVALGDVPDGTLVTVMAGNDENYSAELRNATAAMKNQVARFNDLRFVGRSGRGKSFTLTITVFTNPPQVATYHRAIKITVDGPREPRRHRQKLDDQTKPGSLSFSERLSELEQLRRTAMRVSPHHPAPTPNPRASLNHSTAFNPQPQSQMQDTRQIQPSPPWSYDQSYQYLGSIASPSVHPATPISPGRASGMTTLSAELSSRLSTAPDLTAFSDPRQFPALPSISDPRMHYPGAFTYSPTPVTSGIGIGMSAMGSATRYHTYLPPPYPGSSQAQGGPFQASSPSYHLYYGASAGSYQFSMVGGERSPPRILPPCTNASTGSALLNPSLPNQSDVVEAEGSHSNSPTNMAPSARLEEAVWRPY
# Target sequence (Q13951 whole entry, looked up, the tested form may be a part): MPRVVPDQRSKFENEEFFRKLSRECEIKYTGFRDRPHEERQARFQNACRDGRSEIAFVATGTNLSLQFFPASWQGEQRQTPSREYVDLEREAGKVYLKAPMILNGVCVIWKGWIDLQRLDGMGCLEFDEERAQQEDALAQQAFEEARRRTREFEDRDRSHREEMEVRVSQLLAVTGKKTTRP
# 14-3-3 Bad inh – disrupts binding of bovine 14-3-3 zeta to phospho-Bad peptide; P63103; AID 781; inhibition, % at 21.7 µM; 0.71% of 220,000 active; TR-FRET 14-3-3zeta/Dy647-pBad peptide displacement, 1 h;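 active = inhibition above about 70%, limit read from the data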;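 also: 0% = full 14-3-3 plus peptide FRET controls and 100% = background without 14-3-3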
# Target sequence (P63103 whole entry, looked up): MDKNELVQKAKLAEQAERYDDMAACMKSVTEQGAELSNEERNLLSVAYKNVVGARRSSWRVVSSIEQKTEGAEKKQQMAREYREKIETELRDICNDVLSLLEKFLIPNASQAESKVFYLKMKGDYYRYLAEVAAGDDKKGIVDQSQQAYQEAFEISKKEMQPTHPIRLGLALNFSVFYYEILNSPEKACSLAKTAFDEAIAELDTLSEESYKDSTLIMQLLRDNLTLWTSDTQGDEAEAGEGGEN
# Hck Nef HTS – inhibitors of human Hck kinase activated by Nef; inhibition, % at 20 µM; P08631; 0.68% of 220,000 active; Recombinant Hck-YEEI plus Nef, Z-Lyte FRET kinase assay;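 active = Hck-Nef kinase inhibition above about 50%, limit read from the data; inactive = inhibition below that limit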;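 also: 0% = DMSO with Hck plus Nef and 100% = Hck alone without Nef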
# Runt-CBFb FRET – Runt domain-CBFb interaction inhibition | Q01196+Q13951 | Cerulean-Runt/Venus-CBFb FRET ratio 530/480, 1 h | inhibition, % at 20 µM | 0.46% of 220,000 active | AID 1496;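 active = inhibition over about 50% at 20 µM in the single-dose screen, limit read from the data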;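 also: 0% = DMSO wells and 100% = excess unlabeled CBFb competitor control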
#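 Buffer or medium: Tris pH 7.5 buffer with BSA. Assay system: Cerulean-labeled Runt domain protein. Amount: each fluorescent fusion protein 100 nM. Read-out basis: loss of energy transfer signal. Incubation: 1 h compound exposure, room temperature. Probe or stimulus: Venus-CBFb binding partner, 100 nM. Detection: FRET, excitation 422 nm, emission at 530 and 480 nm.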
# thrombin 1536 – inhibitors of human thrombin; P00734; alpha-thrombin, Boc-VPR-AMC fluorogenic substrate cleavage; inhibition, % at 5 µM; 0.26% of 220,000 active;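 active = inhibition at or above 40%; inactive = inhibition below 40%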;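 also: 0% = enzyme with no compound and 100% = wells without enzyme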
#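 Test system: human alpha-thrombin protein / Dosing: one concentration per compound, 5 µM, with 0.2% DMSO / Medium: pH 7.5 Tris-saline with Tween 20 / Benchmarks: no-compound enzyme wells and no-enzyme blanks / Read-out basis: percent inhibition of thrombin substrate cleavage / Timing: reaction at room temperature / Measured by: fluorescence, ex 355 nm, em 460 nm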
# FXIa inh 1536 – blocks human coagulation factor XIa protease activity; P03951; purified FXIa, Boc-Glu-Ala-Arg-AMC fluorogenic substrate; inhibition, % at 5 µM; 0.14% of 220,000 active; AID 798;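 active = inhibition of at least 40%; inactive = inhibition below 40%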;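 also: fluorescence of freed AMC excited at 355 nm; 0% = enzyme without compound and 100% = no enzyme blank; many of its hits are not listed in these tables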
# Wee1 stabilizer – blocks degradation of human Wee1 kinase | P30291 | HeLa Luc-Wee1K328M stability, luciferase luminescence; 100% = proteasome inhibitor MG132 effect | reporter increase, % at 5 µM | 1.2% of 220,000 active | AID 1321;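 active = activation above the mean of all tested compounds plus 3 SD, set per screening run, cut at about 8.8% in these data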;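 also: cells exposed to compound for 20 h before luminescence read; 0% = DMSO alone and 100% = MG132 at 30 µM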
# Numbers without * were called inactive; . = not tested or not shown; [ ] = another dose, or the depositor's remark.
SMILES,FXIIa inh,hK5 inh,Runt-SMMHC FRET,14-3-3 Bad inh,Hck Nef HTS,Runt-CBFb FRET,thrombin 1536,FXIa inh 1536,Wee1 stabilizer
O=C(NCCCCc1ccccc1)c1cccc([N+](=O)[O-])c1,5,-4,3,-17,22,0,-2,1,2
Cc1ccnc(N2C(=O)c3ccccc3C2Nc2ccccc2Cl)c1 (centres undefined),7,4,3,16,0,-3,-1,3,-2
O=C(c1ccccc1)C(C(=O)N1CCc2ccccc2C1)n1ccccc1=O (centres undefined),13,-15,-2,-25,2,1,1,3,1
Cc1ccc2c(c1)N(CCCC(=O)NCc1ccc3c(c1)OCO3)C(=O)CO2,18,-1,-6,-8,-6,0,3,11,3
CCCCN(C(=O)CNC(=O)c1cccs1)C(C(=O)NC1CCCC1)c1ccncc1 (centres undefined),6,1,.,-15,22,.,7,-1,2
COc1ccc(C(C)=O)cc1CSc1nnc(C)n1-c1ccccc1,7,-25,-2,-27,5,0,-2,5,-2
COc1cc(N)ccc1NC(=O)c1cccs1,-7,4,-3,-4,0,4,-6,-7,-2
COC(=O)/C=C1\SC(=Nc2ccc(Cl)c(Cl)c2)NC1=O,9,3,2,4,26,-1,-7,-2,2
CCCCNC(=O)Nc1nnc(SCC(=O)OCC)s1,1,.,-2,-7,4,0,-10,-2,0
COc1cc(SC)ccc1C(=O)Nc1ccc(Br)cn1,10,-6,1,7,9,-2,-3,5,-2
O=C(Cn1cnc2c(nnn2Cc2ccc(F)cc2)c1=O)NCC1CCCO1 (centres undefined),17,1,2,12,8,-4,-1,9,-1
CCC(=O)Nc1cc(Cl)ccc1N1CCN(C(=O)CC)CC1,-7,-32,1,-5[fluorescence artefact?],6,1,-7,-9,-1
CCOC(=O)N1CCN(C(=O)c2ccccc2Oc2ccccc2)CC1,10,-29,-2,-9[fluorescence artefact?],-1,-1,-6,-2,1
Nc1cc(Cl)c(N)cc1Cl,1,-1,-1,4,1,-2,-6,-6,1
O=C(N/N=C/C=C\c1ccccc1[N+](=O)[O-])c1cc(-c2ccccc2)nc2ccccc12,8,-3,1,13,0,1,2,16,3
CCCCOc1ccc(C(=O)Nc2ccc(S(=O)(=O)Nc3cc(C)on3)cc2)cc1OC,7,28,-2,10,2,-4,-7,-3,0
COCC(=O)Nc1nc2ccc(C)cc2s1,9,2,0,4,13,-1,-3,-4,4
[O-][n+]1cccc2ncc3cscc3c21,15,-15,2,-10[fluorescence artefact?],3,1,-4,5,-1
COC(=O)C1=C(O)/C(=C\c2cc(C)n(-c3ccccc3C)c2C)N=C1C,14,-5,16,-3[fluorescence artefact?],16,10,4,5,0
COc1ccc(C(=O)N2CCN(C(=O)Cc3ccccc3)CC2)cc1OC,-4,-2,-1,-7,5,0,-7,-2,-2
S=C(NCC1CCCO1)NC1CCCC1 (centres undefined),.,-4,-4,-4,-35,-2,-6,-3,0
CCN(CC)CCCCOc1ccccc1OC,1,-4,-1,-5,1,-2,-4,-4,1
COc1ccc(CCCC(=O)NC(C)c2ccccc2)cc1 (centres undefined),3,-19,8,-20,0,0,-5,-6,3
O=C(Nc1cn(-c2ccccc2)nc1-c1ccc(Cl)cc1)c1ccccc1,-5,-6,-1,1[fluorescence artefact?],0,-1,-13,-9,-1
C=C(C)c1cccc(C(C)(C)NC(=O)NC2CCCC2)c1,4,-14,1,-4,3,-3,-6,1,-1
CC(Oc1ccc(Cl)cc1Cl)c1ccn[nH]1 (centres undefined),2,-12,-2,-10,-3,-2,1,-3,0
CCN(CC)CCCNC(=O)C1c2ccccc2C(=O)N(CCOC)C1c1ccc(F)cc1 (centres undefined),5,-2,0,-1,-12,0,-1,0,0
CCCCNC(=O)COC(=O)CCC(=O)c1ccc(Cl)cc1,12,7,3,-4,24,1,13,4,-3
C[n+]1ccc(C(=O)NCCC[N+](C)(C)C)cc1/C=N/O,1,-5,.,-5,15,.,-19,-5,-2
CNC(CC(=O)c1ccc([N+](=O)[O-])cc1)C(Cl)(Cl)Cl (centres undefined),2,-14,-3,2[fluorescence artefact?],16,-5,-6,-1,3
O=C(Nc1ccccc1Cl)N1CCN(c2ncccn2)CC1,15,-1,0,-4[fluorescence artefact?],10,-1,8,10,-1
Cc1ccc(/C([O-])=C(/C(=S)NCc2ccc3c(c2)OCO3)[n+]2ccc(N(C)C)cc2)c(C)c1,6,2,2,-10,13,0,1,-2,1
COc1ccc2c(c1)C(c1ccc(N3CCOCC3)cc1)=NNC(c1cccnc1)=N2,13,94*,0,15,1,0,28,7,4
NNC(=O)c1csc(-c2ccccc2)n1,2,-6,1,3,-4,-1,-1,-7,0
Cc1ccc(C)c(N2CCN(CC3CC=CCC3)CC2)c1 (centres undefined),8,20,0,17,0,2,24,4,-1
CCOC(=O)c1ccc(NC(=O)NC2CC3CCC(C2)N3Cc2nnnn2C(C)(C)C)cc1 (centres undefined),17,-4,1,14,2,-4,-9,-1,5
Cn1c(=O)c([N+](=O)[O-])c(NCC2CCCO2)c2ccccc21 (centres undefined),12,2,1,0,3,-1,2,-3,4
Cc1ccc(NC(=O)COC(=O)CNC(=O)c2cccc([N+](=O)[O-])c2)cc1S(=O)(=O)N1CCCCCC1,5,-17,-4,-17[fluorescence artefact?],-1,-2,-8,-4,0
COc1ccc(NC(=O)CSc2nnc(Cc3cccn3C)n2-c2ccc(F)cc2)cc1,14,-6,-1,-1,13,0,0,5,-2
c1nc2nc3c(c(N4CCOCC4)n2n1)CCCC3,19,-7,-1,-12,1,-2,5,7,0
COc1ccc(NC(=O)CN(c2cc(C)cc(C)c2)S(=O)(=O)c2c(C)noc2C)cc1OC,13,-4,1,1,0,-7,-5,2,3
CCOC(=O)Cn1ncc(-c2ccccc2)c1N,13,15,70,1,1,-1,0,4,-2
Cc1ccc(-c2cc(C(=O)NN=C3CCCC3)c3ccccc3n2)cc1,5,-13,4,2,1,-2,2,-10,0
CCOC(=O)C1(CCOc2ccccc2)CCN(Cc2cnc(C)s2)CC1,8,-249,-1,-7,6,-1,-1,1,-2
Cn1nc(C(=O)NCCN2CCOCC2)c2ccccc2c1=O,18,-5,0,13,0,2,3,3,0
O=c1nc2n(c3sc4c(c13)CCCC4)C(CBr)CS2 (centres undefined),3,1,4,9[fluorescence artefact?],0,0,-21,1,2
COc1ccc(OC)c(C(=O)CSc2nnc(Cc3cccs3)n2CCc2ccccc2)c1,16,-6,1,8,1,-2,1,7,4
CC(C)[C@H](NS(=O)(=O)c1cccc(Cl)c1)C(=O)OCC(=O)N1CCN(c2ccccc2)CC1,7,-15,4,29,0,-1,-8,-8,-2

# Structural class: those above containing two or more sulfur atoms.
SMILES,FXIIa inh,hK5 inh,Runt-SMMHC FRET,14-3-3 Bad inh,Hck Nef HTS,Runt-CBFb FRET,thrombin 1536,FXIa inh 1536,Wee1 stabilizer
CCCCNC(=O)Nc1nnc(SCC(=O)OCC)s1,1,.,-2,-7,4,0,-10,-2,0
O=c1nc2n(c3sc4c(c13)CCCC4)C(CBr)CS2 (centres undefined),3,1,4,9[fluorescence artefact?],0,0,-21,1,2
COc1ccc(OC)c(C(=O)CSc2nnc(Cc3cccs3)n2CCc2ccccc2)c1,16,-6,1,8,1,-2,1,7,4

# Next part:
SMILES,FXIIa inh,hK5 inh,Runt-SMMHC FRET,14-3-3 Bad inh,Hck Nef HTS,Runt-CBFb FRET,thrombin 1536,FXIa inh 1536,Wee1 stabilizer
Cc1cc(NC(=O)c2noc3c2CCCC3)n(-c2ccccc2)n1,13,-6,-1,4,-9,0,-6,3,2
COc1cccc(CNC(=O)CCC2CCCN(c3cc(C)nc(N)n3)C2)c1 (centres undefined),2,-2,0,-8,21,0,-12,-4,0
COc1cc2c(cc1OC)CN(C(=O)CSc1n[nH]c(N)n1)CC2,11,-3,0,-11,2,-3,2,-2,4
CC(C)Nc1nc(NC(C)C)nc(C(N)=O)n1,2,-18,2,-3,1,1,-1,-5,2
CC(=O)NC(NC(=S)Nc1ccc(N=Nc2ccccc2C)cc1C)C(Cl)(Cl)Cl (centres undefined),-1,3,-4,-14,0,-3,-1,-3,-4
Cc1nnn(-c2nonc2N)c1C(=O)N/N=C/c1ccccc1O,12,-17,-5,12,9,2,-4,4,-1

# A run of entries from further up, for reference:
SMILES,FXIIa inh,hK5 inh,Runt-SMMHC FRET,14-3-3 Bad inh,Hck Nef HTS,Runt-CBFb FRET,thrombin 1536,FXIa inh 1536,Wee1 stabilizer
Cc1cc(NC(=O)c2noc3c2CCCC3)n(-c2ccccc2)n1,13,-6,-1,4,-9,0,-6,3,2
COc1cccc(CNC(=O)CCC2CCCN(c3cc(C)nc(N)n3)C2)c1 (centres undefined),2,-2,0,-8,21,0,-12,-4,0
COc1cc2c(cc1OC)CN(C(=O)CSc1n[nH]c(N)n1)CC2,11,-3,0,-11,2,-3,2,-2,4
CC(C)Nc1nc(NC(C)C)nc(C(N)=O)n1,2,-18,2,-3,1,1,-1,-5,2
CC(=O)NC(NC(=S)Nc1ccc(N=Nc2ccccc2C)cc1C)C(Cl)(Cl)Cl (centres undefined),-1,3,-4,-14,0,-3,-1,-3,-4
Cc1nnn(-c2nonc2N)c1C(=O)N/N=C/c1ccccc1O,12,-17,-5,12,9,2,-4,4,-1

# Record cards (already shown). Screens in order: FXIIa inh | hK5 inh | Runt-SMMHC FRET | 14-3-3 Bad inh | Hck Nef HTS | Runt-CBFb FRET | thrombin 1536 | FXIa inh 1536 | Wee1 stabilizer
# CCCCOc1ccc(C(=O)Nc2ccc(S(=O)(=O)Nc3cc(C)on3)cc2)cc1OC in the list: 7 | 28 | -2 | 10 | 2 | -4 | -7 | -3 | 0
# Cc1nnn(-c2nonc2N)c1C(=O)N/N=C/c1ccccc1O in the list: 12 | -17 | -5 | 12 | 9 | 2 | -4 | 4 | -1
# CC(C)Nc1nc(NC(C)C)nc(C(N)=O)n1 in the list: 2 | -18 | 2 | -3 | 1 | 1 | -1 | -5 | 2
